# From PubChem
# MITF act = MITF TRPM1 promoter activation in melanoma cells | SK-MEL-5 TRPM1-promoter luciferase, 24 h; % of positive control, neutral wells = 0 | activation, % at 12.5 µM | 300,000 compounds, 0.75% hits | AID 588334;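 active = mean activation of at least 80% with every replicate also reaching 80%; inconclusive = mean reaches 80% but some replicate falls short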;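 also: 0% = neutral control wells and 100% = parthenolide positive control wells; values of inactives mirror those of a sister screen read the other way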
# CAL PDZ FP-1 = inhibitors of human CAL PDZ peptide binding | 300,000 compounds, 0.92% hits | Q9HD26 | purified CAL PDZ, TMR-peptide fluorescence polarization, 1 h | AID 602252 | inhibition, % at 24.9 µM;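 active = mean inhibition of at least 30% with at least half of replicates also reaching 30%; inconclusive = no clear call, values can overlap the other calls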;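 also: 0% = DMSO neutral control and 100% = excess unlabeled competitor peptide PRC23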
# phage Ecoli inh = E. coli growth loss with phage present. growth absorbance. inhibition, % at 11.9 µM. 360,000 compounds, 0.26% hits. AID 651602; in the data active = inhibition above about 11%
# Ecoli viability = counter-screen for AddAB inhibitors: E. coli growth inhibition; E. coli V3065 growth, OD600 absorbance, 18 h; inhibition, % at 11.9 µM; 330,000 compounds, 0.27% hits; AID 449728;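 active = inhibition above the campaign's mean inhibition across all tested compounds plus 3 SD, cut at about 9.9% in these data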;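 also: uninfected addAB+ strain grown without phage in ampicillin broth; 0% = DMSO wells and 100% = ciprofloxacin 0.95 µg/ml wells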
# SR-BI DiI inh = blocks mouse SR-BI lipid uptake from DiI-HDL; ldlA[mSR-BI] CHO cells, DiI-HDL uptake fluorescence, 3 h; inhibition, % at 12.5 µM; 320,000 compounds, 0.96% hits;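 active = mean replicate inhibition of at least 70% and a set share of replicates each scoring 70 or more; inconclusive = meets just one of the two criteria; inactive = fails both criteria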;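 also: 0% = median of neutral control wells and 100% = median of positive control wells; values of inactives mirror those of a sister screen read the other way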
# Target sequence (Q61009 whole entry, looked up): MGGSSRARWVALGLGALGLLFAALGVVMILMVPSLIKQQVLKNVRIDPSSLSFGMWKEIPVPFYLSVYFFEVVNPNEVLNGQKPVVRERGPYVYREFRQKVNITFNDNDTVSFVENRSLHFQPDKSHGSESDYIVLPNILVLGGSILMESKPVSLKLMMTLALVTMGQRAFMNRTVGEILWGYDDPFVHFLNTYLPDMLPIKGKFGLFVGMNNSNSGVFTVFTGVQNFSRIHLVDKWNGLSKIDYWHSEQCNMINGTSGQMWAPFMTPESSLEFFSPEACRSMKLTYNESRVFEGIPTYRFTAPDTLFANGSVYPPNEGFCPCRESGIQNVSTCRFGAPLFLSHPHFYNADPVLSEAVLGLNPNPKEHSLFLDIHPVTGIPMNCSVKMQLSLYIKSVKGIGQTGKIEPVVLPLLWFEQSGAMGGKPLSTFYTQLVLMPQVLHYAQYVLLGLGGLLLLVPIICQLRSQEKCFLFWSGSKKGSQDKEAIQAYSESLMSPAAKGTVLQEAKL
# Tat export inh = inhibitors of E. coli Tat protein transport. E. coli MC4100 TorA-mCherry Tat export, fluorescence. inhibition, % at 10 µM. 340,000 compounds, 0.036% hits. AID 488895;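 active = mean replicate inhibition at least 50% and at least half of replicates individually reaching 50%; inconclusive = only one of the two criteria met; inactive = neither criterion met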;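 also: exported cargo escapes ClpAP degradation while cytoplasmic cargo is degraded and loses fluorescence; 0% = median of neutral control wells and 100% = median of NaSCN control wells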
# SR-BI uptake up = enhances SR-BI lipid uptake from DiI-HDL; CHO ldlA[mSR-BI] cells, DiI-HDL uptake fluorescence, 3 h; 100 = double the neutral-control signal; activation, % at 12.5 µM; 320,000 compounds, 0.096% hits; AID 504775;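 active = mean replicate activation of at least 60% and every replicate at or above 60%; inconclusive = mean or all-replicate condition met, but not both; inactive = mean below 60% and not all replicates reaching 60%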;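 also: 0% = median plate neutral-control signal and 100% = twice that signal; values of inactives mirror those of a sister screen read the other way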
#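 system = CHO ldlA[mSR-BI] cells, LDL receptor-null, SR-BI overexpressing | medium = Ham's F12 with 0.5% BSA, HEPES 25 mM, pH 7.4 | probe or stimulus = DiI-HDL 10 µg/mL | compound dosing = single-point compound dose | incubation = compound exposure 3 h, 37 °C | technique = DiI fluorescence, bottom read | read-out = cell-associated DiI fluorescence as measure of HDL uptake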
# Wnt bcat act = activators of Wnt/beta-catenin signaling; Wnt/beta-catenin reporter cell assay, activator, plate reader; activation, % at 9.35 µM; 300,000 compounds, 1.2% hits; in the data active = activation above about 30%, passing the limit was not always enough; inconclusive = no clear call, values can overlap the other calls;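 also: 0% = neutral control wells and 100% = positive control wells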
# AddAB inh = less growth of phage-infected E. coli with AddAB | 330,000 compounds, 0.29% hits | E. coli expressing H. pylori AddAB, absorbance growth | inhibition, % at 11.9 µM; in the data active = inhibition above about 12%;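 also: 0% = vehicle wells of infected cells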
# CAL PDZ FP-2 = inhibitors of human CAL PDZ peptide binding. inhibition, % at 20 µM. purified CAL PDZ, TMR-peptide fluorescence polarization, 1 h. Q9HD26. AID 504414. 330,000 compounds, 0.02% hits;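 active = highest replicate inhibition of at least 40%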;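 also: plate controls were DMSO neutral control wells for no effect and unlabeled competitor peptide control wells for full effect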
#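 material = purified tagged CAL PDZ domain construct (CerCALP) | compound dosing = 20 µM, one dose | times = 1 h at RT | measured by = fluorescence polarization from S- and P-plane intensities, G-factor corrected | read-out = inhibition from polarization loss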
# An asterisk follows results filed as active; ? = inconclusive; · = no result given.
SMILES,MITF act,CAL PDZ FP-1,phage Ecoli inh,Ecoli viability,SR-BI DiI inh,Tat export inh,SR-BI uptake up,Wnt bcat act,AddAB inh,CAL PDZ FP-2
COC(=O)/C(=C\C(=O)c1ccccc1)Nc1cccc(C(F)(F)F)c1,-8.8,-1.2,2.5,-1.7,12.2,0.1,-12.2,?,3.0,-1.0
COc1cc(C(=O)Nc2sc3c(c2C#N)CCN(C(C)=O)C3)cc(OC)c1OC,-2.5,·,3.8,-3.1,78.5*,19.0,-78.5,2.8,1.3,-1.3
Cc1ccc2nsnc2c1S(=O)(=O)N1CCCC1C(=O)O (centres undefined),-6.5,-9.8,2.8,3.3,-3.7,25.4,3.7,-8.6,2.8,·
O=C(/C=C/c1cccc([N+](=O)[O-])c1)N1CCN(S(=O)(=O)c2cccs2)CC1,6.3,-1.0,4.5,-0.9,-24.9,-10.5,24.9,-1.6,1.4,-1.4
CC(=O)Oc1ccc(C(=O)Nc2cccc(-c3nnc(-c4ccco4)o3)c2)cc1,-2.5,5.9,2.2,0.4,34.7,-2.5,-34.7,4.6,-1.3,-0.8
CCOC(=O)N1CCN(Cc2nc(-c3ccc(OC)cc3)no2)CC1,2.9,·,·,1.0,-0.8,4.4,0.8,-3.0,1.9,-0.5
COc1cccc(OCC(=O)NNC(=O)CCc2ccccc2)c1,7.7,7.6,5.0,-3.4,-15.4,-1.1,15.4,-1.3,2.5,-0.3
Cc1ccc(S(=O)(=O)NC(=O)C2CCCCC2)cc1,-3.1,-2.6,-0.8,-1.3,-19.1,2.5,19.1,2.6,1.9,0.0
CC(OC(=O)c1cccs1)C(=O)Nc1nc(-c2ccccc2)cs1 (centres undefined),17.2,-1.0,4.9,2.8,3.1,0.3,-3.1,0.4,1.0,-2.2
CC(C)c1ccc(C(=O)CSc2ncn[nH]2)cc1,42.5,-0.5,1.3,1.6,-28.6,-7.9,28.6,-0.5,3.1,-2.1
CC1CCCCC12NC(=O)N(CC(=O)N1CCc3ccccc31)C2=O (centres undefined),-17.0,0.8,-1.4,0.3,5.2,7.3,-5.2,-2.6,-0.4,-1.1
COc1cccc(-c2nnc3n2N=C(C(C)(C)C)CS3)c1,-60.7,-1.9,1.2,-0.6,6.1,7.8,-6.1,-30.7,-1.8,-0.8
O=C(CSc1nnc(-c2cc(-c3cccs3)nc3ccccc23)o1)NC1CCCCC1,-3.1,-1.2,1.0,0.3,-20.6,-13.2,20.6,·,3.4,0.6
COc1ccc2c(c1)cc1c(=O)n(CC(=O)NC(C)CCc3ccccc3)nc(C)n12 (centres undefined),9.1,-1.4,1.4,1.0,1.2,-8.4,-1.2,1.6,3.6,-2.5
Cc1c(Cc2ccccc2)c(=O)oc2c(C)c(OC(C)C(=O)NCC3CCC(C(=O)O)CC3)ccc12 (centres undefined),8.2,-4.7,2.8,-0.8,-11.1,3.7,11.1,5.5,3.5,-1.5
OC(CNC1Cc2ccccc2C1)COc1ccc(F)cc1 (centres undefined),·,·,2.0,-0.2,-30.0,11.2,30.0,0.7,5.9,-1.0
Cc1ccc(S(=O)(=O)N2CCN(C(=O)COC(=O)/C=C/c3ccc(C(F)(F)F)cc3)CC2)c(C)c1,4.1,-3.2,1.0,·,-13.6,1.0,13.6,-4.0,·,0.0
COC(=O)c1ccc(Oc2coc3cc(OCc4cnn(-c5ccccc5)c4)ccc3c2=O)cc1,-21.0,-1.5,-0.2,-2.5,49.6,-2.9,-49.6,-2.3,-2.8,-1.1
CN(CCOc1ccccc1)C(=O)c1ccc(Cl)c(S(=O)(=O)N2CCCCC2)c1,-5.1,-3.6,-0.3,-1.4,-17.4,17.0,17.4,-2.4,2.4,0.3
Cc1ccc(CNC(=O)C2CCCN2C(=O)Nc2ccccc2)cc1 (centres undefined),·,-1.9,3.2,0.8,4.3,?,-4.3,1.9,-2.9,-0.2
COc1ccc(Cl)cc1S(=O)(=O)N1CCN(C(=O)c2ccco2)CC1,·,1.2,0.9,3.6,-11.1,-2.1,11.1,-2.2,4.5,0.5
O=c1[nH]c(C2CCCN(S(=O)(=O)c3ccccc3)C2)nc2c1nnn2Cc1ccc2c(c1)OCCO2 (centres undefined),1.5,-4.1,1.0,2.4,-12.4,2.2,12.4,-3.3,1.9,-2.0
O=C(COC(=O)c1ccc(S(=O)(=O)N2CCCCC2)cc1)NCc1ccc(F)cc1,3.1,-1.0,-1.2,·,-27.2,-7.7,27.2,2.2,·,-3.7
CN(C)S(=O)(=O)c1cccc(NC(=O)CSc2cccc3cccnc23)c1,-30.0,-3.4,-0.1,-4.8,10.3,-12.4,-10.3,-0.6,-2.2,-2.9
O=C(CNc1cccc(S(=O)(=O)N2CCCCC2)c1)Nc1ccccc1F,-5.8,·,1.7,-0.2,-7.3,-13.6,·,-0.7,1.9,-0.8

# Continued:
SMILES,MITF act,CAL PDZ FP-1,phage Ecoli inh,Ecoli viability,SR-BI DiI inh,Tat export inh,SR-BI uptake up,Wnt bcat act,AddAB inh,CAL PDZ FP-2
CCC(CC)c1nnc(NC(=O)c2ccc3ccccc3n2)s1,11.3,-3.2,-0.8,-4.0,·,3.4,·,·,-3.6,-3.8
COc1cccc(NC(=O)c2nc3ncccn3n2)c1,14.0,-0.8,2.4,0.1,2.1,0.0,-2.1,·,-0.9,-0.8
CC(SC(=S)N1CCOCC1)C(=O)O (centres undefined),-2.2,5.1,1.4,0.9,4.0,8.2,-4.0,·,1.0,0.2
COc1ccc(NC(=O)CSCC(=O)N=c2sccn2C)cc1,-3.4,0.8,1.7,0.1,-9.2,-0.2,9.2,6.1,-0.3,12.5
Cc1ccccc1C(=O)c1cccn1CC(=O)NCc1ccco1,-7.9,-2.5,3.1,2.4,-14.8,2.5,14.8,-2.6,1.5,-0.6
C=CCNC(=O)c1onc(CSc2ccc(F)c(F)c2)c1C(=O)O,1.4,2.3,0.6,1.5,-11.1,3.6,11.1,-0.9,1.0,1.0
CCOC(=O)c1c(C)oc(/N=C/c2ccccc2O)c1C#N,7.9,-3.6,1.9,-3.0,0.4,-5.9,-0.4,·,-1.7,-1.5
CCN(Cc1nc2ccccc2c(=O)[nH]1)C(=O)c1cccc(NC(=O)c2cccs2)c1,-11.1,-4.0,-2.3,·,19.8,14.1,-19.8,-4.6,·,-4.1
CC(C)CC(=O)Nc1nnc(S(=O)(=O)N2CCc3ccccc32)s1,-1.7,·,3.6,1.9,-11.2,-4.8,11.2,-1.3,-2.0,-1.6
CCOC(=O)C1=C(C)N=c2s/c(=C\c3cc(OC)c(OC)c(OC)c3)c(=O)n2C1/C=C/c1ccccc1 (centres undefined),-8.0,-5.8,0.0,-0.6,8.3,20.1,-8.3,-3.3,0.4,-1.6
C=CCOC(=O)c1sc(NC(=O)c2ccc(OC)cc2)nc1C,40.8,-4.8,2.6,-1.9,38.1,-4.3,-38.1,7.7,-3.8,10.6
Cc1ccc(C(C)C)c(OCC(=O)NN=C2CCCC2)c1,-0.2,-7.5,4.0,-3.9,-9.8,10.6,9.8,-0.5,-1.8,-0.7
O=C(COc1cccc(Cl)c1)Nc1cc(S(=O)(=O)N2CCOCC2)ccc1N1CCOCC1,6.7,1.7,1.4,-0.8,·,-3.6,·,3.2,-0.3,-2.2
CC1CCN(c2ccc(C(=O)O)cc2N)CC1,·,-3.5,1.6,0.6,-9.9,-10.8,9.9,·,-0.4,-1.3
O=C(NCCCN1CCN(c2ccc(F)cc2)CC1)C1CCCN(c2ncnc3c2nc2n3CCCCC2)C1 (centres undefined),-12.1,1.8,0.5,-0.4,20.1,-4.2,-20.1,-1.9,-0.6,-1.7
CCOC(=O)CNC(=O)C1CCCN(c2ncccn2)C1 (centres undefined),-0.7,·,2.8,1.9,11.5,1.5,-11.5,·,0.4,0.7
CCCc1cc(=O)oc2cc(OCC(=O)NCc3cccs3)ccc12,-6.8,1.7,4.2,0.9,2.5,10.7,-2.5,2.2,4.7,-1.7
COCCN(C(=O)Cn1nnc2ccccc21)C(C(=O)NC1CCCC1)c1ccc(OC)cc1OC (centres undefined),0.6,-2.3,1.6,0.3,-11.7,-1.5,11.7,·,-5.7,-0.9
Cc1ccc(C(=O)Nc2ccc3ccccc3c2)cc1,-21.1,·,-0.6,-0.1,16.7,15.2,-16.7,4.6,1.8,0.9

# Of the compounds above, 7 have fluorine:
SMILES,MITF act,CAL PDZ FP-1,phage Ecoli inh,Ecoli viability,SR-BI DiI inh,Tat export inh,SR-BI uptake up,Wnt bcat act,AddAB inh,CAL PDZ FP-2
COC(=O)/C(=C\C(=O)c1ccccc1)Nc1cccc(C(F)(F)F)c1,-8.8,-1.2,2.5,-1.7,12.2,0.1,-12.2,?,3.0,-1.0
OC(CNC1Cc2ccccc2C1)COc1ccc(F)cc1 (centres undefined),·,·,2.0,-0.2,-30.0,11.2,30.0,0.7,5.9,-1.0
Cc1ccc(S(=O)(=O)N2CCN(C(=O)COC(=O)/C=C/c3ccc(C(F)(F)F)cc3)CC2)c(C)c1,4.1,-3.2,1.0,·,-13.6,1.0,13.6,-4.0,·,0.0
O=C(COC(=O)c1ccc(S(=O)(=O)N2CCCCC2)cc1)NCc1ccc(F)cc1,3.1,-1.0,-1.2,·,-27.2,-7.7,27.2,2.2,·,-3.7
O=C(CNc1cccc(S(=O)(=O)N2CCCCC2)c1)Nc1ccccc1F,-5.8,·,1.7,-0.2,-7.3,-13.6,·,-0.7,1.9,-0.8
C=CCNC(=O)c1onc(CSc2ccc(F)c(F)c2)c1C(=O)O,1.4,2.3,0.6,1.5,-11.1,3.6,11.1,-0.9,1.0,1.0
O=C(NCCCN1CCN(c2ccc(F)cc2)CC1)C1CCCN(c2ncnc3c2nc2n3CCCCC2)C1 (centres undefined),-12.1,1.8,0.5,-0.4,20.1,-4.2,-20.1,-1.9,-0.6,-1.7

# Not a hit list. About 3.6% of those tested had a hit in this group.
